Fluorescein autfl: fluorescein region autofluorescence; Compound autofluorescence, 480/540 nm, fluorescein-equivalent; stronger effect = higher value; max fluorescein-equivalent concentration, M; actives 0.91% (n = 59,000); in the data active means max fluorescein-equivalent concentration above about 10 nM; inconclusive means between about 1.1 nM and that limit
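Spectral profiling of library compounds in the fluorescein window (480 nm excitation, 540 nm emission) after 15 min at room temperature in pH 8.0 Tris (100 mM). Values are dye-equivalent concentrations.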
Caspase-1 inhib: allosteric or competitive inhibitors of human caspase-1; Caspase-1 enzyme, Ac-WEHD-AFC fluorogenic rate; Potency, µM (titrated, usually from 57.5 µM), inactives show at the highest dose activity change, negative = inhibition, usual class: inhibitors; actives 0.03% (n = 75,000); AID 900;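 further: potency means the concentration at half of the fitted maximal effect; plate controls were vehicle for no effect and no substrate for full effect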
Epigenetic mod: epigenetic GFP locus derepression in mouse cells; actives 0.09% (n = 68,000); mouse C127i GFP locus derepression, cytometry, 30 h; AID 597; Potency, µM (titrated, usually from 46.1 µM), inactives show at the top dose GFP derepression (activation); further: % of control where 0% means no effect
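Locus derepression in mouse mammary C127i cells whose integrated CMV-GFP reporter is normally silent; GFP expression after 30 h compound treatment was quantified by counting fluorescent cells.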
Ub-GFP proteasome: inhibits proteasome, raising ubiquitin-GFP reporter fluorescence. Ubiquitin-GFP reporter cells, proteasome inhibition, GFP fluorescence; response scale: untreated = 0%, 10 µM MG-132 = 100%. Potency, µM (titrated, usually from 45.9 µM), for the others: top-dose activation (GFP accumulation), usual class: activators. 67,000 tested, under 10 active; active means well fitted activation curve with a large enough effect, not every such curve was filed as active; inconclusive means small, poorly fitted or top-dose-only effect, or another doubt; inactive means no such curve, though single readings can be large or run the other way; further: potency means the concentration at half of the fitted maximal effect
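GFP accumulation read-out: laser plate cytometry counting ubiquitin(G76V)-GFP-expressing U2OS cells after 4 hr compound exposure at 37 °C. Titrations spanned 46 uM to 2.9 nM; 0% = basal, 100% = 10 uM MG-132; concentration-response curves fitted.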
BRCT inh red: disrupts BRCA1 BRCT binding to phosphoprotein, red fluorophore readout | P38398 | AID 892 | BRCT-phosphopeptide binding, red fluorescence polarization | actives 0.03% (n = 75,000) | Potency, µM (doses to about 76.9 µM), without a hit: top-dose activity change, negative = inhibition, most hits filed as inhibitors; further: on the % scale 0 is the no-effect control and ±100 the full control effect
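Rhodamine-labelled pBACH1 10-mer (100 nM) bound to BRCT domain (100 nM) at pH 7.3; compounds incubated 12 min room temperature, polarization read. Free peptide defines full inhibition; unlabelled decapeptide titrated as control.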
HEK293 cAMP cs: parental HEK293 cAMP activation (counter-screen). parental HEK293 CNG cAMP sensor, membrane potential fluorescence. Potency, µM (highest dose often 57.1 µM), inactives show at the highest dose activation, most hits filed as activators. actives 2.5% (n = 73,000); further: potency means the concentration at half of the fitted maximal effect; % of control where 0% means no effect; nearly all actives have a fitted effect of over 55% in size
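Parental HEK 293 cells stably expressing a cAMP-gated CNG channel were loaded with membrane potential dye containing 100 uM RO 20-1724 for 60 min. Compound added for 30 min; depolarization read as fluorescence intensity at 590 nm.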
USP2a inh: USP2a (human) protease inhibition; Potency, µM (top dose mostly 38.3 µM), for inactives: at the top dose activity change, negative = inhibition, usual class: inhibitors; actives 0.1% (n = 60,000); USP2a enzymatic assay, qHTS inhibition; O75604;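 further: potency means the concentration at half of the fitted maximal effect; nearly all actives have a fitted effect of over 60% in size; plate controls were DMSO for no effect and NEM full inhibition control for full effect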
Target sequence (O75604 whole entry, looked up): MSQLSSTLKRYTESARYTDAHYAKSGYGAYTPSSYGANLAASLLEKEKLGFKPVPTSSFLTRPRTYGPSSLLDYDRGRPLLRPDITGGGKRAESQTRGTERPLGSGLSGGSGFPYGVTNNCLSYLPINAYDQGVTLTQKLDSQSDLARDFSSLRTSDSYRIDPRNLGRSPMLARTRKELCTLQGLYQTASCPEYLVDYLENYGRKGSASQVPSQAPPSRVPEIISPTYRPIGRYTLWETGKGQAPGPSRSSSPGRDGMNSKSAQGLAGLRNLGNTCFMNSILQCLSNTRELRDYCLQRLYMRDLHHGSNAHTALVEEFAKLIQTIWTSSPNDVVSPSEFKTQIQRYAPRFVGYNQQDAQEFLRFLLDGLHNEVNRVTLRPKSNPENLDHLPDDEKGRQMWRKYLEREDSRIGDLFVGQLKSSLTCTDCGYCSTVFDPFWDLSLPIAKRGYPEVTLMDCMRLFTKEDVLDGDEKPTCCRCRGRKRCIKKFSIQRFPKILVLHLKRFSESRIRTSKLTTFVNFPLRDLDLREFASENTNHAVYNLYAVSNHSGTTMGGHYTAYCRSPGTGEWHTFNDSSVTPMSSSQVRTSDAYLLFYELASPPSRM
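Inhibition is measured in a cell-free coupled assay with 20 nM USP2 core, 20 nM Ub-PLA2 and 20 uM NBD C6-HPC, 2.5 h incubation. Activity normalized to NEM control.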
BRCT inh green: blocks human BRCA1 BRCT binding to phosphopeptide, green readout | BRCA1 BRCT-phosphopeptide binding, green fluorescence polarization | Potency, µM (doses to about 76.9 µM), for inactives: at the top dose activity change, negative = inhibition, actives largely listed as inhibitors | actives 0.05% (n = 75,000) | AID 875;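 further: potency means the concentration at half of the fitted maximal effect; plate controls were peptide without protein for full effect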
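Compounds were incubated for 12 min at room temperature with a complex of 100 nM fluorescein-tagged pBACH1 decapeptide and 250 nM His-tagged BRCT protein. Buffer was phosphate pH 7.3 with EDTA, DTT and Tween 20. Disruption of binding lowers the polarization signal.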
A350 fluor: compound fluoresces in the Alexa 350 spectral region; Compound autofluorescence, 340/450 nm, Alexa 350 dye-equivalents; stronger effect = higher value; max dye-equivalent concentration, M; actives 11% (n = 59,000); AID 590; in the data active means max dye-equivalent concentration above about 10 nM; inconclusive means mostly about 1.1 nM to 9.6 nM
4-MU autofl: 4-MU region autofluorescence; compound autofluorescence, 340/450 nm, 4-MU equivalents; stronger effect = higher value; max dye-equivalent concentration, M; actives 11% (n = 59,000); AID 589; in the data active means max dye-equivalent concentration above about 10 nM; inconclusive means mostly about 1.1 nM to 9.6 nM
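Compounds in 100 mM Tris, pH 8.0, incubated 15 min at room temperature, then fluorescence read at 340 nm excitation/450 nm emission. Signal converted to 4-MU dye-equivalent concentration using an on-plate six-point 4-MU standard curve.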
Caspase-7 inhib: allosteric or competitive inhibitors of human caspase-7; recombinant caspase-7, Ac-DEVD-AFC fluorescence rate; Potency, µM (titrated, usually from 57.5 µM), without a hit: at the top dose activity change, negative = inhibition, hits mostly inhibitors; actives 0.02% (n = 75,000); AID 889; active means well fitted inhibition curve with a large enough effect in the main read-out, with a control signal flat, not every such curve was filed as active; inconclusive means small, poorly fitted or top-dose-only effect, or a change in a side signal; further: potency means the concentration at half of the fitted maximal effect; % of control where 0% means no effect
Target sequence (P55210 24-198 limits assumed): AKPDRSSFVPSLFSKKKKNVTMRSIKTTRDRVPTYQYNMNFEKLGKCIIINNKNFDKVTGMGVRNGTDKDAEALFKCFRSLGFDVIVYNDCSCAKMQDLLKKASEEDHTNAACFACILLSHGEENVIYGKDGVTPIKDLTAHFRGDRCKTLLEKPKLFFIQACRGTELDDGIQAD
Target sequence (P55210 207-303 limits assumed): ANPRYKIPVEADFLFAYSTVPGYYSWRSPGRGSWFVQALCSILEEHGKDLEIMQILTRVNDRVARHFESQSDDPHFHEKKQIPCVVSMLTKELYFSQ
An asterisk follows results filed as active; i = inactive; ? = inconclusive; nt = no result given; [ ] = another dose, or the depositor's remark. Unless noted, the call rests on the fitted dose curve; in most records, active means well fitted curve in the direction sought with a large enough effect; inconclusive means small, poorly fitted or top-dose-only effect, or another doubt; inactive means no such curve, though single readings can be large; an effect the other way counts as inactive or inconclusive.

Compound	Fluorescein autfl	Caspase-1 inhib	Epigenetic mod	Ub-GFP proteasome	BRCT inh red	HEK293 cAMP cs	USP2a inh	BRCT inh green	A350 fluor	4-MU autofl	Caspase-7 inhib
C=CCn1cnc2c(c1=O)c1nc3ccccc3nc1n2-c1ccccc1	i	-16%	-1%	0%	0.4%	0%	-3%	1.9%	1.4e-07M*	1.4e-07M*	-11%
O=C(c1cccs1)N1CCN(Cc2cccnc2)CC1	i	2%	-2%	-6%	0.9%	11%	-6%	-1.3%	i	i	0%
N[C@@H](CSCc1ccc(I)cc1)C(=O)O	i	-3%[11.5 µM]	3%[9.22 µM]	-3%[9.17 µM]	-0.6%[15.4 µM]	?	nt	-1.0%[15.4 µM]	i	i	-1%[11.5 µM]
COc1cc(C2C(C#N)=C(C)NC3=C2C(=O)CC(C)(C)C3)ccc1OCCO (stereo not drawn)	nt	-3%	0%	5%	0.5%	4%	nt	-1.7%	nt	nt	-8%
Cc1nc2cnc(N3CCN(C)CC3)nc2n(-c2ccccc2)c1=O	i	?	5%[9.22 µM]	2%	-0.1%	16%	20%	-1.5%	7.5e-08M*	6e-08M*	-28%
Cc1ccc2nc(SCC(=O)O)nc(C)c2c1	i	0%	5%	-6%	1.2%	6%	-9%	1.1%	1.2e-08M*	1e-08M*	2%
CCN(CC)CCCN1C(=O)C(=O)/C(=C(/O)c2ccc3c(c2)OCCO3)C1c1ccc(C)o1 (stereo not drawn)	i	-4%	-2%	4%	0.8%	3%	2%	-1.2%	?	?	-6%
O=C(Cn1cccc1C(=O)c1ccccc1)NCc1ccc2c(c1)OCO2	i	2%	2%	8%	-3.5%	14%	1%	-3.8%	i	i	0%
CC(=O)Nc1cccc(NC(=O)Nc2ccc(C(C)=O)cc2)c1	i	1%	2%	2%	0.1%	-14%	-7%	-2.2%	i	i	-1%
O=C(CN1C2=NCCN2c2ccccc21)c1ccc2c(c1)OCO2	i	2%	-2%	-3%	-1.5%	-5%	5%	0.3%	i	i	-2%
OC(COCc1ccccc1)CN1CCN(c2ccccc2F)CC1 (stereo not drawn)	i	2%	0%	9%	0.1%	10%	8%	-0.4%	i	i	-2%
NC(C(=O)NC1C(=O)N2C(C(=O)O)=C(Cl)CSC12)c1ccccc1 (stereo not drawn)	nt	0%	nt	nt	-5.9%	nt	-15%	-4.2%[3.08 µM]	nt	nt	-6%
CC(C)c1cc(C(=O)NC2CCCCC2)no1	i	-1%	-1%	-10%	1.3%	?	6%	-4.6%	i	i	1%
CN(C)CCCn1c2c3ccccc3ccc2c2oc(=O)c3ccccc3c21	?	-17%[11.5 µM]	-4%[9.22 µM]	-6%[9.17 µM]	-1.1%[15.4 µM]	-45%[inhibitor][11.4 µM]	nt	-0.7%[15.4 µM]	3.8e-08M*	3.1e-08M*	-28%[11.5 µM]
CC(=O)c1cccc(NC(=O)c2cc3ccccn3n2)c1	nt	1%	2%	-9%	-4.7%	5%	nt	-4.4%	nt	nt	-2%
CC(C)OCC(O)CSc1ccccn1 (stereo not drawn)	nt	0%	-2%	5%[9.17 µM]	-0.2%	?	2%[7.66 µM]	0.4%	nt	nt	1%
COCCNC(=O)CN1C(=O)CSc2ncccc21	nt	-1%	-3%	-15%	-0.1%	-3%	nt	0.4%	nt	nt	-4%
CS(=O)(=O)N1CCN(C(=O)Cc2cccs2)CC1	i	-2%	2%	3%	0.0%	1%	17%	-1.3%	i	i	-2%
COc1ccccc1N1CCN(C(=O)CCNS(=O)(=O)c2ccc3c(c2)CCC(=O)N3)CC1	?	4%	-1%	-1%	-3.9%	9%	16%	0.3%	i	i	-1%
CCOC(=O)C1C(=O)CC(C)(O)C(C(=O)OCC)C1c1ccc(Br)o1 (stereo not drawn)	i	2%	1%	-9%	-0.2%	?	6%	-0.5%	i	i	1%
COC(=O)c1cc(NC(=O)C2COc3ccccc3O2)cc(C(=O)OC)c1 (stereo not drawn)	?	1%	-2%	3%	-4.8%	?	27%	-0.5%	?	?	0%
CS(=O)(=O)N(CC(=O)NCc1ccncc1)c1cc(Cl)cc(Cl)c1	nt	-1%	2%	12%	-1.2%	25%	-8%	0.1%	nt	nt	0%
O=C(CCN1CCCCC1)Nc1ccc(Br)cc1	i	-2%	-2%	6%	0.8%	12%	-3%	1.9%	i	i	-2%
O=C(CSC1=NC(=O)C(Cc2ccccc2)C(=O)N1)NC1CCCCC1 (stereo not drawn)	i	0%	-2%	-2%	0.1%	12%	-18%	-0.5%	i	i	0%
COc1cc(NC(=O)C2CCCN2C(=O)C2CCC(C)CC2)cc(OC)c1OC (stereo not drawn)	nt	1%	nt	-8%	-1.0%	0%	nt	0.1%	nt	nt	1%
COc1ccc(CNC(=O)c2ccc3nccnc3c2)cc1	i	-2%	-1%	-1%	-0.6%	10%	nt	0.4%	i	i	2%
CC(=O)c1cc2c(cc1NC(=O)CCc1ccccc1)OCO2	i	-6%	4%	10%	-0.7%	?	-9%	1.0%	?	?	1%
COCCn1nnnc1C(c1cc2cccc(C)c2[nH]c1=O)N1CCN(c2ccccc2F)CC1 (stereo not drawn)	i	-3%	-2%	1%	0.9%	6%	212%[activator]	0.0%	?	i	-1%
O=C(CN1C(=O)CCS(=O)(=O)c2ccccc21)NCc1ccc2c(c1)OCO2	i	-1%	1%	12%	-0.7%	?	-10%	-1.2%	i	i	0%
Clc1cccc2sc(N3CCN(c4ccccc4)CC3)nc12	?	-2%	7%	-4%	-2.0%	26%	-24%	-2.7%	i	i	3%
CCOC(=O)c1cc2c(C(F)(F)F)cc(-c3cccnc3)nc2o1	?	-1%	-1%	4%	1.7%	-2%	3%	2.1%	?	?	-5%
O=C1NC(c2ccc3c(c2)OCO3)Nc2ccccc21 (stereo not drawn)	i	-1%	10%	3%	-0.7%	19%	-6%	-0.6%	4.1e-07M*	4.3e-07M*	-4%
O=C1CC(N2CCC(c3nc4ccccc4o3)CC2)C(=O)N1c1ccc(Cl)cc1 (stereo not drawn)	i	2%	0%	0%	0.9%	2%	22%	-1.7%	i	i	-1%
CC(=O)c1c(C)nn(C(=O)N2CCOCC2)c1C	nt	0%	-2%	-9%	0.6%	7%	1%	-1.0%	nt	nt	1%
O=C(O)c1ccccc1-c1ccccc1C(=O)Nc1ccc2c(c1)Cc1cc(F)ccc1-2	i	1%[11.5 µM]	0%[9.22 µM]	-10%[9.17 µM]	1.0%[15.4 µM]	-8%[11.4 µM]	nt	-2.8%[15.4 µM]	i	i	-1%[11.5 µM]
COc1ccc(NC(=O)CCCCC#Cc2ccccc2)cc1	nt	0%	nt	nt	-1.0%	?	nt	-2.9%	nt	nt	-1%
O=C(NCCCN1CCN(CCCNC(=O)c2ccccc2F)CC1)c1ccccc1F	i	0%	0%	4%	2.2%	19%	6%	-0.4%	i	i	1%
Cc1nc2ncnn2c(N2CCCC(C(=O)Nc3ccc4c(c3)CCC4)C2)c1C (stereo not drawn)	i	-1%	-1%	-4%	-3.1%	-8%	32%[activator]	-0.1%	i	i	0%
CCn1c(SCC(=O)C(C)(C)C)nnc1-c1cnccn1	i	1%	5%	-11%	-0.5%	21%	1%	1.4%	?	i	0%
FC(F)(F)COc1nc(OCC(F)(F)F)nc(N2CCN(c3ccccc3)CC2)n1	?	0%	1%	3%	-2.5%	?	-13%	-0.8%	i	i	-3%
Clc1cccc(-c2cc3nc4c(c(N5CCOCC5)n3n2)CCCC4)c1	?	-3%	0%	0%	-1.2%	27%	25%	0.9%	1.3e-07M*	1.1e-07M*	-8%
O=C(O)C1CCCN1S(=O)(=O)c1ccc(Cl)c(Cl)c1 (stereo not drawn)	nt	1%	-3%	-6%	-1.4%	7%	-4%	-0.3%	nt	nt	-1%
O=C(c1ccccc1)N1CCN(c2ccc(Cl)cc2)CC1	nt	3%	-4%	1%	-0.1%	7%	nt	3.7%	nt	nt	-2%
c1ccc(OCc2nn3c(-c4ccncc4)nnc3s2)cc1	i	-1%	0%	-2%	0.3%	7%	6%	-0.7%	i	i	-1%
CC1(C)CC(=O)C2=C(C1)NC(=O)CC2c1ccc(F)cc1 (stereo not drawn)	?	1%	0%	3%	-2.3%	2%	3%	-3.7%	i	i	2%
c1ccc2c(c1)nc1n2C2(N3CCOCC3)CCCC2C1N1CCOCC1 (stereo not drawn)	?	-18%	0%	-1%	-0.8%	12%	-3%	9.1%	i	i	?
CC(=O)c1ccc(NC2OC(CO)C(O)C(O)C2O)cc1 (stereo not drawn)	i	1%	1%	-2%	-0.2%	?	-8%	-2.9%	i	i	3%

Not all compounds are listed (hit frequency here may not be typical).
